CHRM4 agonist – agonists of human muscarinic M4 receptor (CHRM4). P08173. CHO-K1 hM4/Gqi5, Fluo-8 calcium fluorescence; vehicle 0%, full acetylcholine response 100%. activation, % at 3 µM. 360,000 tested, 0.14% active. AID 624127;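 active means activation above the run mean over all test wells plus 3 SD, cut at about 32% in these data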;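 further: peak over basal fluorescence ratio per well then scaled between controls; 0% = DMSO wells and 100% = acetylcholine at EC100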
Target sequence (P08173 whole entry, looked up): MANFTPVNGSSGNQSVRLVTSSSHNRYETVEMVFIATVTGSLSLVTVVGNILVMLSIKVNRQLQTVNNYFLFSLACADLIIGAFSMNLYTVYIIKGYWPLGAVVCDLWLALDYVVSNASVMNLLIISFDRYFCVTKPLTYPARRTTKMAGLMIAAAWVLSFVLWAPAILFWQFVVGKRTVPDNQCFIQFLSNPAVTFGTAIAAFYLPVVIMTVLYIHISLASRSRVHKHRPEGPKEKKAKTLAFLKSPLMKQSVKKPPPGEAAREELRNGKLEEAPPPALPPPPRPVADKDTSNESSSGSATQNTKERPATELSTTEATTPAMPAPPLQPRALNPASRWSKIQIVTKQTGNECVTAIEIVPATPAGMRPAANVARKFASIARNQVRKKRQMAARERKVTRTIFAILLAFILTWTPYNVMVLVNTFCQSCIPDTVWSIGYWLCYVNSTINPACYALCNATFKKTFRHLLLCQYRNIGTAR
M5 antag – CHRM5 antagonism in calcium assay. P08912. CHO-hM5 cells, Fluo-8 calcium fluorescence, ACh EC80. inhibition, % at 3 µM. 360,000 tested, 0.59% active. AID 624040;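 active means inhibition above a per-plate cutoff, the mean of that plate's test compounds plus 3 SD, cut at about 27% in these data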;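 further: 0% = acetylcholine EC80 with DMSO and 100% = DMSO without agonist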
Target sequence (P08912 whole entry, looked up): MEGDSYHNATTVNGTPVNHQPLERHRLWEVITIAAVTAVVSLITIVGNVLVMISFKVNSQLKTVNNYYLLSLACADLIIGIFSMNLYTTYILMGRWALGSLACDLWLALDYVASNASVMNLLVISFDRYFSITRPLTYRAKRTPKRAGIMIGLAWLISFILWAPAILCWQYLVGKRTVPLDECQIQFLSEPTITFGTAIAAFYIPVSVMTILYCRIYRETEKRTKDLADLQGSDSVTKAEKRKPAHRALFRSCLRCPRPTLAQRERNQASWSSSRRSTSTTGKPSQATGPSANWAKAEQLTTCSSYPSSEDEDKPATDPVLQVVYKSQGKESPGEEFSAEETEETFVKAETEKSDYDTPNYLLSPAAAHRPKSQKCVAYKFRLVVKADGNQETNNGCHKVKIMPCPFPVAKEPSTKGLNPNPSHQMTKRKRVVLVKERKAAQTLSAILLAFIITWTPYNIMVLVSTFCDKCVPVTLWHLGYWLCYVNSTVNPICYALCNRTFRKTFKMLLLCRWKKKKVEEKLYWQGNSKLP
M5 ag – agonists of human muscarinic M5 receptor (CHRM5); P08912; CHO-K1 hM5 cells, Fluo-8 calcium fluorescence; 0% DMSO wells, 100% maximal acetylcholine response; activation, % at 3 µM; 360,000 tested, 0.19% active;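 active means activation above the run's mean over test compounds plus 3 SD, cut at about 23% in these data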;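 further: signal is peak over basal fluorescence ratio across the kinetic read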
CHRM4 antagonist – blocks acetylcholine activation of human M4 receptor. 360,000 tested, 0.73% active. AID 624125. CHO-hM4 cells, ACh EC80, Fluo-8 calcium fluorescence. inhibition, % at 3 µM;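 active means inhibition above its plate's cutoff, the mean inhibition of sample wells plus 3 SD, cut at about 27% in these data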;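 further: 0% = acetylcholine EC80 with DMSO and 100% = DMSO without agonist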
M1 ag parental – nonselective activator or artifact in parental CHO-K1 cells; Fluo-8 calcium fluorescence; scaled to maximal ATP response, vehicle zero; activation, % at 3 µM; 360,000 tested, 0.48% active; AID 602248; in the data active means activation above about 15%;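 further: untransfected CHO-K1 host cells lacking M1 receptor as counterscreen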
M4 PAM – potentiates acetylcholine response at human M4 receptor; activation, % at 3 µM; 360,000 tested, 0.4% active; CHO-K1 hM4/Gqi5, Fluo-8 calcium fluorescence, ACh EC20; 0% = ACh EC20, 100% = maximal ACh; AID 624126;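 active means activation above its plate's cutoff, the mean activation of sample wells plus 3 SD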; further: some results filed as inactive read as strong as hits
CHO-K1 Ca PAM – nonselective activator or artifact in parental CHO-K1 calcium assay | 360,000 tested, 0.02% active | ATP EC20, Fluo-8 calcium fluorescence; 0% at ATP EC20, 100% at ATP max | activation, % at 3 µM;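 active means activation above the run cutoff, the mean activation of all test compounds plus 3 SD, cut at about 40% in these data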;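 further: peak over basal fluorescence ratio in a 140 s read after ATP addition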
CHO-K1 Ca antag – counter-screen for M1 antagonists: effect in parental CHO-K1 cells; ATP-induced calcium, Fluo-8 fluorescence; inhibition, % at 3 µM; 360,000 tested, 0.6% active; AID 602250;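 active means inhibition above a per-plate cutoff, the plate's mean sample inhibition plus 3 SD, cut at about 24% in these data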;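 further: 0% = DMSO plus EC80 ATP and 100% = DMSO alone without ATP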
CHRM5 PAM – positive allosteric modulators of human muscarinic M5 receptor | CHO-K1 hM5, Fluo-8 calcium, ACh EC20 PAM; 0% = ACh EC20, 100% = ACh EC100 | activation, % at 3 µM | 360,000 tested, 0.3% active;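 active means activation above the run cutoff, the mean activation of all test compounds plus 3 SD, cut at about 18% in these data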
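System: CHO-K1 cell line with stable human muscarinic M5 receptor expression | Also added: EC20 acetylcholine as agonist stimulus | Compound: One concentration, 3 µM final (nominal) | Timing: Fluo-8 loading 80 min at 37 °C plus 30 min room temperature | Measured by: Fluo-8 calcium dye fluorescence, kinetic read | Read-out basis: % activation, ACh-normalized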
The depositor's hits bear a star.

mol	CHRM4 agonist	M5 antag	M5 ag	CHRM4 antagonist	M1 ag parental	M4 PAM	CHO-K1 Ca PAM	CHO-K1 Ca antag	CHRM5 PAM
CC(C)(C)c1csc(NC(=O)CSc2nc3ccccc3c(=O)[nH]2)n1	2.7	-1.3	1.8	0.8	3.8	-6.8	-0.7	-3.1	-0.3
CCCCN(CC)CCCNC(=O)C1c2ccccc2C(=O)N(C)C1c1cn(C)c2ccccc12 (stereo unspecified)	-0.6	-13.6	-13.7	-13.2	-0.1	4.0	9.5	-6.7	15.3
COc1cc(NC(=O)Cn2cnc3ccccc3c2=O)c(OC)cc1Cl	4.4	1.7	-0.2	-3.6	1.8	-1.4	13.1	1.7	-4.1
COc1cc(CN2CC(=O)N(c3ccc(C)c(Cl)c3)C2=S)cc(OC)c1OC	-0.4	1.7	-1.4	3.5	0.7	-6.8	-5.3	-3.2	-5.6
COC(=O)c1cc2c(cc1N)OCCO2	0.0	1.2	-5.7	0.0	-0.3	-0.3	6.8	0.4	1.1
Cc1occc1C(=O)N(C)CC1CCCN(CCc2ccc(Cl)cc2)C1 (stereo unspecified)	0.3	3.8	-3.8	-15.3	-0.5	-4.2	5.8	0.1	-7.6
COC(=O)CCC(=O)OC1(C)C(=O)C2=CN(CCc3c[nH]c4ccccc34)C(c3ccc(OC)cc3)=CC2=C(Br)C1=O (stereo unspecified)	2.4	10.4	6.9	-11.0	0.3	7.7	16.6	-7.9	2.7
CC(=O)c1cccc(NC(=O)C2CCCCC2)c1	0.9	-7.0	-4.7	7.4	0.7	0.7	-6.0	6.5	-7.5

Whole records, quoted from the list.
COC(=O)CCC(=O)OC1(C)C(=O)C2=CN(CCc3c[nH]c4ccccc34)C(c3ccc(OC)cc3)=CC2=C(Br)C1=O (stereo unspecified) as listed: CHRM4 agonist: 2.4; M5 antag: 10.4; M5 ag: 6.9; CHRM4 antagonist: -11.0; M1 ag parental: 0.3; M4 PAM: 7.7; CHO-K1 Ca PAM: 16.6; CHO-K1 Ca antag: -7.9; CHRM5 PAM: 2.7
COc1cc(CN2CC(=O)N(c3ccc(C)c(Cl)c3)C2=S)cc(OC)c1OC as listed: CHRM4 agonist: -0.4; M5 antag: 1.7; M5 ag: -1.4; CHRM4 antagonist: 3.5; M1 ag parental: 0.7; M4 PAM: -6.8; CHO-K1 Ca PAM: -5.3; CHO-K1 Ca antag: -3.2; CHRM5 PAM: -5.6

Later entries:
mol	CHRM4 agonist	M5 antag	M5 ag	CHRM4 antagonist	M1 ag parental	M4 PAM	CHO-K1 Ca PAM	CHO-K1 Ca antag	CHRM5 PAM
CC(=O)N/C(=C/c1ccc2c(c1)OCO2)C(=O)NCCO	0.7	-1.9	2.8	-10.2	-0.5	2.7	18.4	2.8	-0.8
COc1ccc(-c2cc(C(=O)NC3CC3)c3ccccc3n2)cc1	9.7	-3.8	-0.4	-4.7	8.0	1.6	13.8	-9.3	-3.6
COc1ccccc1CC1(C)NC(=O)N(CC(=O)N2CC(C)OC(C)C2)C1=O (stereo unspecified)	0.4	7.3	-1.5	-10.1	0.1	3.7	0.8	-8.2	-10.9
CCc1sc(C(=O)NCCCn2ccnc2)cc1Br	0.9	0.8	0.1	-3.1	0.7	1.7	13.2	-14.6	-1.1
CCCC(=O)NC(Nc1ccccc1OC)C(Cl)(Cl)Cl (stereo unspecified)	1.1	-8.8	-4.9	-25.9	-0.3	13.1	4.6	-22.8	0.9
O=c1c(C/C=C/c2ccccc2)c(O)ccn1Cc1ccc(Cl)cc1Cl	0.8	2.2	3.1	10.6	0.7	-3.5	9.1	-5.6	2.7
S=C(NCc1ccco1)NCc1ccccc1Cl	0.6	-7.1	-2.1	11.8	0.8	6.9	-1.9	-4.6	7.0
CCN(C(=O)COC(=O)c1cncc(Br)c1)C1CCS(=O)(=O)C1 (stereo unspecified)	1.5	1.9	-1.2	1.9	0.3	2.5	-1.6	-20.4	-1.9
N#Cc1cccc(Cn2nnc(-c3ccccc3)n2)c1	1.3	-2.2	-7.3	2.7	0.9	6.2	18.4	-1.3	7.6
Cc1ccc(S(=O)(=O)CCC(=O)OCC(=O)N2CCN(c3ccccc3)CC2)cc1	2.5	1.6	2.1	0.6	0.4	6.3	-13.3	-3.5	-4.5
CN(C)C(=O)c1ccc(NC(=O)COC(=O)c2cc(S(=O)(=O)N(C)C)ccc2N2CCCC2)cc1	0.4	3.7	-0.9	-2.9	0.9	13.4	13.4	-6.8	-2.4
CCN(CC)CCCNC(=O)c1ccccc1C	-0.3	0.3	-3.3	-11.0	0.0	10.2	0.9	-15.1	-1.7
O=C(/C=C/c1ccccc1O)c1ccc(Cl)cc1	3.5	3.2	-3.2	-6.2	2.3	2.0	11.9	-9.7	4.8
COc1ccc(CCNS(=O)(=O)c2ccc3c(c2)CCCC3)cc1OC	3.6	3.0	1.3	-2.1	2.9	-4.2	4.4	-3.6	-12.1
N#CC(c1cccc(Cl)c1)c1ccc2c(C(F)(F)F)cc(C(F)(F)F)nc2n1 (stereo unspecified)	4.1	16.5	4.3	-2.2	12.4	-5.0	-6.6	31.4*	-5.1
O=C(COC(=O)Cn1cnc2ccccc21)NCCc1ccccc1	1.0	3.9	-0.7	11.7	0.3	-2.1	7.2	-4.4	-4.4
C=CCn1c(SCC(=O)Nc2ccccc2C)nc2sc(C)c(C)c2c1=O	0.3	-1.0	-8.1	-7.6	0.3	0.1	-4.3	11.3	-8.6
CCN(CC)c1ccc(NC(=O)CN2CCN(CC(=O)Nc3ccc(F)cc3)CC2)cc1	2.3	-3.4	-4.4	-11.1	0.9	3.3	22.5	-15.0	6.2
Cc1cccc(OP(=O)(Nc2c(C)n(C)n(-c3ccccc3)c2=O)Oc2cccc(C)c2)c1	5.0	7.9	2.9	-5.8	1.4	-5.0	-10.9	10.8	-3.5
O=C1c2ccccc2C2(c3cc(C(F)(F)F)cc(C(F)(F)F)c3)NCCN12 (stereo unspecified)	0.7	5.3	-3.0	0.6	0.5	2.3	18.2	3.7	-2.6
CCCN1CCN(CCCNC(=O)Cn2nc(-c3ccccc3)ccc2=O)CC1	2.7	0.5	-2.0	-2.6	0.5	9.3	17.4	-18.9	-2.1
O=C(/C=C/c1ccccc1Cl)OCC(=O)N1CCCC1	2.6	-6.8	0.5	-20.4	-0.2	19.3	-22.0	23.2	9.1
CCOC(=O)Cc1csc(NC(=O)CSc2ncnc3c2cnn3-c2ccccc2Cl)n1	12.7	13.6	0.1	0.5	3.8	-10.6	2.5	20.9	-21.5
CC(=O)c1ccc(NC(=O)c2ccc3nc(C)sc3c2)cc1	1.0	2.4	-0.6	1.8	1.7	-5.7	6.5	0.4	-0.9
O=C(CSc1nc2ccccc2s1)N1CCCCC1	0.9	2.2	1.0	3.7	1.2	7.5	19.6	-17.8	-0.9
CCCN1CCc2c(sc(NC(=O)Cc3ccc(F)cc3)c2C(N)=O)C1	1.3	4.2	-1.9	5.0	1.8	5.5	14.9	-13.7	-0.1
CCN(CC(=O)Nc1ccccc1OC)C(=O)CSCC(=O)Nc1ccc(OC)cc1	1.0	6.2	1.9	-15.2	0.5	1.1	-4.8	-6.4	-6.1
O=C(CSc1nc2ccsc2c(=O)n1CC1CCC(C(=O)O)CC1)NCCc1ccc(Cl)cc1 (stereo unspecified)	0.3	-3.4	-7.1	2.7	-0.1	3.2	13.2	4.9	0.3
Nc1nnc(SCn2nnc3ccccc3c2=O)s1	1.0	0.5	-1.7	6.0	-0.1	-7.1	-0.3	-0.8	-0.2
COc1ccc(/C(C)=N/NC(=O)c2cc(C)[nH]n2)c(OC)c1	1.3	0.0	-1.4	-5.1	0.0	2.9	0.5	-11.2	0.6
Cc1ccc(COC(=O)c2ccc3ccccc3n2)cc1	0.4	11.6	-2.3	-0.9	1.1	1.4	6.5	-15.2	-3.7
CC(C)Cn1c(N)c(C(=O)COC(=O)[C@H](C)NC(=O)c2ccccc2Cl)c(=O)n(C)c1=O	8.6	-3.7	6.7	-13.6	6.8	-2.4	-1.5	-4.9	-0.2
COc1ccc2oc(C(=O)OCC(=O)N(Cc3ccccc3)C(C)(C)C)c(C)c2c1	1.4	6.3	-5.8	2.9	0.0	-7.1	-22.9	6.5	-4.3
Cc1cccc(S(=O)(=O)N(C)C[C@@H]2OCc3cnnn3CCCC(=O)N([C@H](C)CO)C[C@H]2C)c1	1.4	4.7	0.6	-8.8	-0.1	-2.6	-4.2	-0.7	2.3
CCCCN(C)C(=O)C1CCC(=O)N(c2cc(OC)c(OC)c(OC)c2)C1c1ccc(OC)cc1 (stereo unspecified)	0.5	-2.4	2.0	1.5	-0.5	0.2	6.5	4.2	1.5
O=C1NC(=O)C(CC(=O)N(Cc2cccs2)C2(C(=O)NC3CCCCC3)CCCCC2)N1 (stereo unspecified)	0.9	-3.9	0.5	-4.5	0.1	-0.4	1.6	4.5	1.4
C/C(=N\NC(=S)NCCc1ccccc1)c1cccs1	-0.8	2.7	-5.8	6.7	1.2	5.2	14.6	-8.5	-6.3
COc1cccc(CN(C)C(=O)CNC(=O)c2cccs2)c1OC	1.0	-2.6	-3.4	-9.9	1.2	8.7	9.5	-8.8	8.7
CC(C)=NOc1nc(N(C)C)nc(N(C)C)n1	-1.1	-9.6	2.7	-4.1	-0.2	-3.7	21.8	-8.0	0.6
Cn1c(Sc2ccc(C(F)(F)F)cc2[N+](=O)[O-])nnc1-c1ccccc1	2.3	2.2	-7.2	-10.9	1.2	6.1	15.2	-8.8	-3.3
CCn1c(=O)cc(N2CCN(Cc3ccccc3)CC2)[nH]c1=O	2.7	2.4	1.2	7.4	1.3	-8.5	9.8	-3.9	-6.0
NNC(=O)/C(=C\c1cccs1)NC(=O)c1ccccc1	2.2	-12.4	1.5	-5.7	0.5	-4.3	9.2	-2.3	1.6
Cc1cccc(/C=N\NC(=O)c2ccccc2-n2cccc2)c1	1.6	-1.1	-0.8	-7.1	-0.1	17.0	0.7	-5.9	10.7
CCOc1ccc(NC(=O)CN(C)C(=O)c2cc(S(=O)(=O)N3CCCCC3)ccc2C)cc1OCC	1.5	-3.3	-3.1	4.6	1.0	-10.0	10.3	1.0	6.8
Cc1cc(C)c2c(=O)n(CC(=O)NCCCN3CCOCC3)sc2n1	1.6	-1.4	-1.5	-19.1	0.1	8.4	0.5	-7.6	-0.9
COc1ccc(NC(=S)N(CCC(C)C)C2CCN(C(C)=O)CC2)cc1	0.6	5.1	-3.1	-1.1	-0.3	3.6	9.9	-2.1	2.8
COC(=O)c1ccc[n+](CC(=O)Nc2ccc(OC(F)F)cc2)c1	0.9	-0.5	-4.3	8.2	-0.2	-6.1	-7.9	5.3	1.9
CCOC(=O)/C(=C/c1cn(C)c2ccccc12)NC(=O)c1ccccc1	3.3	-11.3	6.0	-9.5	1.9	-17.5	10.2	-10.4	2.3
COC(=O)C[C@@H]1C[C@H]2c3cc(NS(C)(=O)=O)ccc3O[C@H]2[C@H](CO)O1	0.7	-13.6	1.0	-10.2	0.0	8.5	18.3	-15.9	8.7
O=C(CSc1nnc(-c2cccnc2)o1)Nc1ccc(Cl)cc1	3.5	4.0	-3.2	-0.4	0.3	-1.5	17.0	3.4	-0.4
COc1ccc(N2CCN(C(c3nnnn3C3CCCC3)C(C)C)CC2)cc1 (stereo unspecified)	1.8	-10.7	0.5	2.8	1.1	-1.5	18.1	-8.6	2.0
CCN(CC)C(=O)N1CCN(S(=O)(=O)c2c(C)cc(C)cc2C)CC1	4.4	0.8	2.0	-11.7	0.0	4.8	-7.8	10.1	2.7
CCN(CC)c1ccc(NC(=O)c2cc3c(OC)cccc3[nH]2)cc1	2.1	17.2	-2.1	1.3	0.5	-6.5	6.9	-10.9	-4.1
